PfHsp90 set2: growth inhibition of PfHsp90-expressing yeast, primary screen, antimalarial PfHsp90 inhibitor project, S. cerevisiae, BacTiter-Glo luminescence, single point, set 2 | BacTiter-Glo ATP, 48 h; yeast lacking PDR1 and PDR3 efflux regulators | inhibition, % at 9.4 µM | hit rate 0.32% among 310,000;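 active = every replicate shows inhibition above about 80%, whatever the replicate mean, limit read from the data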;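 note: 0% = DMSO neutral controls and 100% = 20 µM radicicol positive controls; yeast relying on Plasmodium falciparum Hsp90 in place of its own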
CDK5 p35 inh: inhibitors of human CDK5/p35 kinase, primary screen, biochemical, single concentration; Cyclin-dependent kinase 5 (Homo sapiens) + Cyclin-dependent kinase 5 activator 1 (Homo …; Recombinant CDK5/p35, ADP-Glo luminescence, 60 min; inhibition, % at 10 µM; hit rate 0.01% among 330,000; AID 488839, 2010;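 active = highest replicate inhibition of at least 50% and at least 75% of replicates reaching 50%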;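 note: plate controls were DMSO neutral control for no effect and GW8510 at 10 µM for full effect; many of its hits are not listed in these tables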
Target sequence (Q00535 whole entry, looked up): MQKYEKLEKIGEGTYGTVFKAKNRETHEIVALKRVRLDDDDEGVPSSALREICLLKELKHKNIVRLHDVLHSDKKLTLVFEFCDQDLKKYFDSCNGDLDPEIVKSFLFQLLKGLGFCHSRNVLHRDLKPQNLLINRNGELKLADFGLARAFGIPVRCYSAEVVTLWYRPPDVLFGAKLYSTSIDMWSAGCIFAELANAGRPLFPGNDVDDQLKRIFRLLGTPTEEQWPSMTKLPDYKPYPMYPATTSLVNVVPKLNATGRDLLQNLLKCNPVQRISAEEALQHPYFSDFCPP
Target sequence (Q15078 whole entry, looked up): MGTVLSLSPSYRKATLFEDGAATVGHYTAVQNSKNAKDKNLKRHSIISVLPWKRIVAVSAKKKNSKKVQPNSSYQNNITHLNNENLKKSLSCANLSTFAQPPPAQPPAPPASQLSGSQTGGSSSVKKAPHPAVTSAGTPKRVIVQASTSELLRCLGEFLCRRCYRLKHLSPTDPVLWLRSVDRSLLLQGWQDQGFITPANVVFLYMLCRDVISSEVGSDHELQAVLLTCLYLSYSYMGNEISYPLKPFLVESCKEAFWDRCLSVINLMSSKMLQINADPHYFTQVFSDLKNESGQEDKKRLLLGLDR
cardiac RTF act: cardiac RTF calcium sensitivity activators, primary screen, biochemical, IANBD-TnC fluorescence, EC20 calcium. Troponin I, cardiac muscle (Homo sapiens) + Troponin T, cardiac muscle (Homo sapiens) + …. IANBD-labeled TnC RTF fluorescence at EC20 calcium; 0% EC20 calcium, 100% full calcium. activation, % at 7.2 µM. hit rate 0.24% among 340,000;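 active = activation above the mean over all tested compounds plus 3 SD, cut at about 30% in these data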;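 note: rise in fluorescence read as greater calcium sensitivity of cardiac thin filaments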
PvdQ acylase: P. aeruginosa PvdQ acylase inhibitors, primary screen, biochemical, fluorescence, plate reader and imaging, single point; AID 488965, 2010; inhibition, % at 10 µM; hit rate 0.063% among 340,000; purified PvdQ acylase; in the data active = inhibition above about 30%, passing the limit was not always enough;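 note: 0% = vehicle neutral wells and 100% = reference inhibitor wells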
Keap1 Nrf2 FP: Keap1-Nrf2 protein-protein interaction inhibitors, primary screen, biochemical, fluorescence polarization, single point. Kelch-like ECH-associated protein 1 (Homo sapiens), Q14145. Keap1 Kelch-Nrf2 peptide fluorescence polarization, 1536-well. inhibition, % at 9.4 µM. hit rate 0.15% among 340,000; in the data active = inhibition above about 12%;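 note: human Keap1 Kelch domain with fluorescein labeled Nrf2 9mer peptide probe; 0% = neutral control wells and 100% = peptide positive control; higher means more block of Keap1 binding to Nrf2 peptide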
NSD2 inh: NSD2 histone methyltransferase inhibitors, primary screen, biochemical, AlphaScreen, single concentration, set 2; AID 743445, 2014; inhibition, % at 12.5 µM; NSD2 peptide methylation, 120 min; hit rate 0.54% among 310,000; in the data active = inhibition above about 50%
Rtt109 Vps75: inhibitors of C. albicans Rtt109/Vps75 HAT, primary screen, biochemical, ThioGlo CoA-SH fluorescence, plate reader; purified Rtt109/Vps75, 4 h; inhibition, % at 34.9 µM; hit rate 0.16% among 330,000; AID 540336, 2011;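 active = inhibition of at least 50% in every replicate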
Target sequence (Q5AAJ8 whole entry, looked up): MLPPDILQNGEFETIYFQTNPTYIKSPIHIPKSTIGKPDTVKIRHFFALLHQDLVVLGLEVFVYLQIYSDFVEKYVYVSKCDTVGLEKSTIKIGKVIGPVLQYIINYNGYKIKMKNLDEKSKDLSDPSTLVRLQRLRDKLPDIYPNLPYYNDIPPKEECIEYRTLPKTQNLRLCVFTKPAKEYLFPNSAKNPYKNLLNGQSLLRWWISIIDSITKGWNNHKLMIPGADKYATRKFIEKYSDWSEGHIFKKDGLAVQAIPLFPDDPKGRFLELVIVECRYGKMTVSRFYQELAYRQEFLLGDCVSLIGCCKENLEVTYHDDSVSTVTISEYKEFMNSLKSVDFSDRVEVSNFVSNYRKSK
RTF Ca sens inh: cardiac RTF calcium sensitivity inhibitors, primary screen, biochemical, IANBD-TnC fluorescence, EC70 calcium | hit rate 0.12% among 340,000 | AID 493244, 2011 | IANBD-labeled cardiac RTF, Ca2+ fluorescence | inhibition, % at 7.15 µM;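 active = inhibition above the mean inhibition of all tested compounds plus 3 SD, cut at about 17% in these data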;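 note: assay run at fixed EC70 calcium of 1.6 mM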
dFosB activator: activators of delta FosB homodimer, primary screen, biochemical, fluorescence polarization, TAMRA-CDK5 oligo, single point. Protein FosB (Mus musculus), P13346. purified delta FosB; percent of positive-control signal above neutral wells. activation, % at 25 µM. hit rate 0.99% among 340,000. AID 493131, 2011;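 active = mean activation above about 17%, with every replicate also reaching it, limit read from the data, passing the limit was not always enough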;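 note: fluorescence polarization rise as delta FosB binds a TAMRA Cdk5 AP-1 oligo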
LANA DNA inh: inhibitors of KSHV C-LANA binding to DNA, primary screen, biochemical, fluorescence polarization, FAM-LBS DNA, MBP-C-LANA, single point | inhibition, % at 9 µM | hit rate 0.078% among 340,000;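 active = highest replicate inhibition at or above 60% at 9 µM, even if other replicates fall short; inactive = all replicates below 60% inhibition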;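 note: 0% = neutral control wells and 100% = 4 µM acridine orange control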
Mot1-301 SUMO: yeast Mot1-301 growth rescue at high temperature, primary screen, SUMOylation pathway inhibitor project, S. cerevisiae, ATP luminescence, 38.5C. S. cerevisiae Mot1-301 growth rescue; percent above DMSO median, 100 means doubled. growth rescue, % at 18.8 µM. hit rate 1% among 320,000;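 active = every valid replicate shows activation above 250% relative to neutral control wells; inactive = the rest, any valid replicate at or below 250%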;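 note: OY570 slx delta 5 strain wells were the positive control but not used for scaling; some compounds called inactive have numbers as strong as hits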
* hit, by the source's call; i = inactive; / = no result given.

Values run as follows: dFosB activator, LANA DNA inh, Rtt109 Vps75, cardiac RTF act, PfHsp90 set2, RTF Ca sens inh, Keap1 Nrf2 FP, Mot1-301 SUMO, NSD2 inh, CDK5 p35 inh, PvdQ acylase
S=C(Nc1ccccc1)Nc1ccc(Br)cn1
    0, 1.8, /, 2, -18, -12, -3, 10, -5, 1.7, -10
O=C1c2ccccc2C(O)(Cc2ccccc2)N1CCCN1CCOCC1 (centres undefined)
    -9, 0.1, -6, -1, 2, 0, 0, 80, -1, 1.9, 4
CCCCNC(=O)CCNS(=O)(=O)c1ccc(C)cc1
    3, -0.5, 2, 2, 7, 2, -1, -9, -1, 5.5, 9
CC(=O)Nc1ccc(NC(=O)c2ccccc2N(C)S(=O)(=O)c2ccccc2)cc1
    0, 4.5, -1, -1, -11, 4, -3, 803, 0, -0.2, -4
O=C(O)CC(NS(=O)(=O)c1c(F)cc(F)cc1Br)c1ccccc1Cl (centres undefined)
    -4, 0.6, -25, -1, /, -4, -3, 108, -3, 0.8, -9
CC(=O)NC(=S)NNC(=O)c1ccc(Br)cc1
    -9, -0.9, -3, 5, 4, -7, -3, 51, -4, -4.2, -13
CN(C)c1ccc(C(=O)Nc2ccc(O)c3c(=O)cc(-c4ccccc4Cl)oc23)cc1
    -9, 0.1, -1, 4, /, -2, -2, -4, /, 0.4, 2
OCCC1CN(Cc2ccc(-n3cccn3)cc2)CCN1Cc1ccccc1 (centres undefined)
    -8, -2.1, -12, -3, /, -2, -7, -3, -2, 0.4, -12
CCOC(=O)Cn1c(=O)c2c(nc3n2CCCN3CCc2ccccc2)n(C)c1=O
    -7, -2.1, -1, -5, -8, -3, -5, -6, -3, -1.2, -8
CC(C)CC(=O)N1CCC(O)(CS(=O)(=O)Cc2ccc(Cl)cc2)CC1
    -2, -0.8, -2, 2, /, -5, -2, -3, /, 0.2, 1
NC1C=CC=C(C(=O)O)C1 (centres undefined)
    2, 4.1, 2, 5, 1, -3, 2, -8, /, -0.8, -4
CN(C)c1ccc(C=c2c3ccccc3n3c2cc(-c2ccccc2)[n+]3C)cc1
    100*, -5.2, 2, 6, 105*, -18, -19, /, 4, 4.1, -6
Cc1ccc(NC(=O)CN(C)CC(=O)Nc2ccccc2Oc2ccccc2)cc1
    -9, -2.1, -9, -1, 21, -16, 1, 21, 7, -0.1, -18
CCCSc1nnc(NC(=O)Nc2ccccc2)s1
    16, 0.6, -2, 8, -8, -30, -1, 13, 0, 0.2, -7
OCC1OC(n2cnc3c(/C=C(\O)c4ccccc4)ncnc32)C(O)C1O (centres undefined)
    -5, 0.4, 1, -5, -15, -6, 2, /, 0, -0.2, -10
O=C(NC1C(=O)NNC1c1ccc(Cl)cc1)c1ccc(F)cc1 (centres undefined)
    -5, 1.3, 8, 1, -4, -18, -5, 14, -1, -0.8, -16
CCc1c(C)[nH]n(-c2nc(-c3ccccc3)cs2)c1=O
    -2, 1.4, 0, -2, 21, -2, -4, 152, -1, -0.2, 8
COc1ccc(OC)c(C(=O)COC(=O)CNC(=O)c2ccccc2)c1
    -3, 2.2, 0, -1, -3, -7, -4, -20, 0, 2.0, 9
COc1ccc(NC(=O)c2ccco2)cc1NC(=O)c1ccc(Br)o1
    2, -0.8, 7, -1, 11, 8, -2, 19, 0, -1.0, -14
NC(=O)C1CCCN(S(=O)(=O)c2ccccc2)C1 (centres undefined)
    1, -0.3, -9, 12, -9, -5, -1, -8, -2, -1.1, -11
O=C(NCc1cccs1)c1cc(-c2ccccc2)nn1CC1CC(c2cccnc2)=NO1 (centres undefined)
    0, 3.0, -7, -1, 2, -3, 5, 11, /, 1.2, -5
Cc1noc(C)c1C(=O)Nc1cccc2ncccc12
    -2, -0.8, 3, -2, -3, -7, 0, 309, 5, 2.5, -7
O=c1[nH]c(=O)n(-c2ccc(F)cc2)c2c1C(C(F)(F)F)(C(F)(F)F)N=C(c1ccc(F)cc1)N2
    -4, -0.5, -5, 0, -11, -19, 3, 6, -1, 0.8, 3
COc1cc(/C=N/NC(=O)c2nnn(-c3nonc3N)c2C(C)C)ccc1OCc1ccccc1
    1, -0.6, 7, -1, -4, -2, 4, 103, -1, -1.4, 2
O=C(O)c1cccc2c1C(=O)N(Cc1ccccc1)C2
    5, -1.0, -6, 1, -2, -3, -3, -9, 1, 0.9, -7
CCCCN(C)C(=O)c1nc2ccccn2c1CNCCCn1ncc2ccccc21
    -3, -0.9, -4, 0, -5, 3, -1, 9, /, -1.3, 4
CC(=O)c1c(C)[nH]c(C(=O)OCC(=O)N2CCN(S(=O)(=O)c3ccc(C)cc3)CC2)c1C
    -16, -0.9, 16, 1, 13, -9, -9, -12, 1, 0.8, -14
CCn1cc(C(=O)Nc2ccc(OC)c(OC)c2)c2cc(OC)c(OC)cc2c1=O
    3, -0.2, -8, -1, 63, 11, 1, -20, /, 1.2, -16
Cc1nn(CC(O)COc2ccc3c(c2)CCC3)c(C)c1C (centres undefined)
    -2, -1.6, 0, -9, -28, 2, 1, -14, 0, 0.1, -8
O=C(CN1CCCCC1)Nc1cccc(Cl)c1
    -3, 0.9, -1, 3, -7, -3, -3, -7, -6, 0.1, -1
CCN(c1ccc(NC(=O)COC(=O)c2ccc(C)c(S(=O)(=O)N3CCOCC3)c2)cc1)C(C)C
    -7, -0.5, 14, -3, 9, 4, -3, 0, 10, -2.2, 2
COC(=O)c1cn(CCC#N)nc1-c1ccc2ccccc2c1
    -7, 14, 1, 1, 3, 0, 1, 18, -2, 1.4, 0
CC(=O)c1cccc(NC(=O)N2CCCC2C(=O)NCc2ccccc2)c1 (centres undefined)
    -8, -1.8, /, -16, 9, -5, 3, /, 7, -0.3, 20
COCC(C)n1c(SCc2ccc(OC)c(F)c2)nc2ccccc2c1=O (centres undefined)
    -8, -0.1, -3, -5, -19, 4, -1, /, -2, 0.9, -11
COC(=O)C1=C(N)Oc2cc(C)n(Cc3cccnc3)c(=O)c2C1c1ccc(OC)c(OC)c1OC (centres undefined)
    -5, 2.2, 5, 8, 4, 4, -2, 2, -1, 0.8, -9
O=C(CCNC(=O)c1ccccc1)NCCCc1ccccc1
    -3, -0.7, 7, -2, -16, 7, 7, /, -1, 0.4, -1
COc1ccc(NC(=O)C(=O)NCCN2CCN(C(=O)c3ccc(C)cc3)CC2)cc1
    -6, -0.5, 11, -1, -96, -9, -6, -16, -1, 4.0, -14
O=C(COC(=O)c1ccc[nH]c1=O)NCCc1ccc(Cl)cc1Cl
    -2, 0.6, 2, 6, -10, 2, -6, -6, -2, -5.8, -1
CCn1cc(CN2CCC(n3nccc3NC(=O)c3ccccc3C)CC2)c(C)n1
    1, 0.8, -1, -7, -14, -4, -1, -14, 7, -1.2, 8
O=C(CN1CCN(c2ccccc2F)CC1)c1ccc(O)cc1O
    -7, 0.6, 12, 4, 5, -10, -1, 47, /, 1.7, 16
CCCc1nnc(NC(=O)C23CC4CC(CC(C4)C2)C3)s1
    -9, 0.6, -13, 7, 3, -13, 1, 6, -1, 1.7, -16
CCCC(=O)Nc1c(O)c2ccccc2[nH]c1=O
    -4, 2.3, -17, 13, -20, -12, -9, /, -4, -0.5, -16
Cc1onc(-c2c(Cl)cccc2Cl)c1C(O)c1ccc(F)cc1 (centres undefined)
    -8, 2.6, -4, 4, 13, -7, -1, 1, -1, -0.7, -18
COc1ccc(N(CC(=O)NCC(C)C)S(=O)(=O)c2ccccc2)cc1
    -10, 0.9, 3, 1, 24, 0, -7, 2, -3, 1.7, -12
CCOC(=O)C1=C(C)C(c2ccccc2O)NC(=O)N1 (centres undefined)
    2, -0.6, -5, 7, -10, -8, -7, 163, 2, -1.8, -17
O=C(Oc1cccc(N2C(=O)CCC2=O)c1)C1CC(=O)N(c2ccc(Br)cc2)C1 (centres undefined)
    2, 0.7, 5, 2, 9, -6, -38, -20, -7, -1.1, -14
CC(=O)Nc1ccc(S(=O)(=O)N(C)c2nc3ccccc3nc2Cl)cc1
    -7, 1.3, 10, -3, 15, -3, -3, i, -2, 2.5, 13
CCc1ccc(Nc2cc(C)nc3nc(C)nn23)cc1
    0, -0.4, 10, -3, -6, 1, -3, -10, /, 1.1, 5
COc1cc(C2NC(=S)NC(O)(C(F)(F)F)C2C(=O)c2cccs2)cc(OC)c1O (centres undefined)
    -2, 0.0, -4, 4, 9, -4, 2, -8, -2, 0.5, -13
Cc1ccc(C(=O)/C=C/c2ccc(F)cc2)o1
    -4, -1.1, 2, 11, 8, -4, -2, -3, 2, -1.3, 9
CCOc1ccccc1N1C(=O)CN(Cc2ccc(OC)c(OC)c2)C1=S
    -3, -0.7, -3, -4, 9, 1, 1, 3, -6, 0.8, -13
COc1ccc(CNC(=S)NCc2ccc(Cl)cc2)cc1OC
    -6, -1.9, 0, -3, -21, -5, -1, -3, 0, -1.0, -12
Cc1cccc(N2CCN(C(=O)c3ccc(NC4=NC5CS(=O)(=O)CC5S4)cc3)CC2C)c1 (centres undefined)
    -3, -0.6, 6, -1, -8, -3, -1, 9, 4, 0.2, -18
CCOc1cc(C(=O)OCc2ccc([N+](=O)[O-])cc2)ccc1OCC(=O)N1CCOCC1
    1, 0.2, 20, 2, -10, -6, 4, 6, 1, 1.4, -5
COc1ccc(NC(=O)COC(C)=O)cc1Cl
    -7, -0.5, -9, -5, 15, -8, 0, -12, 0, 1.5, -14
COc1ccc(C(CC(=O)N2CCCC2)c2ccc(F)cc2)cc1 (centres undefined)
    -3, -0.5, 2, -7, 24, -3, -5, -8, -3, -0.9, -10
Nc1c(C(=O)N/N=C/c2cccnc2)cnn1-c1ccccc1
    -2, 1.7, -3, 0, -3, -9, -7, 9, -2, /, -8
Cc1ccc(-n2nc3c(N4CCC(C(=O)N5CCN(C)CC5)CC4)nnc(C)c3c2C)cc1
    -4, -3.3, 4, 5, 0, -5, -11, 0, 6, 2.0, -11
Cc1ccc(S(=O)(=O)N(NC2=NS(=O)(=O)c3ccccc32)C(=O)c2ccccc2)cc1
    -3, 0.3, 0, 4, -15, -1, 2, 2, -1, 0.8, 9

Assay outcomes deposited in PubChem BioAssay by several laboratories.
